# Screens (PubChem BioAssay)
# NCI-60 one-dose screen, 48 h, at 10 µM unless noted. Numbers give growth in % (100 = growth as untreated, 0 = no growth, -100 = all killed).
# NCI-H460: NCI-H460 lung cancer; 6.8% of 82,000 active
# NCI-H322M: NCI-H322M lung cancer; AID 1794733; 2.7% of 80,000 active
# HCT-15: HCT-15 colon cancer; 5.2% of 82,000 active
# NCI-H226: NCI-H226 lung cancer; 3.5% of 79,000 active; AID 1794732
# NCI/ADR-RES: NCI/ADR-RES ovarian cells; 4.4% of 81,000 active; AID 1794790
# NCI-H522: NCI-H522 lung cancer | 8% of 78,000 active | AID 1794739
# COLO 205: COLO 205 colon cancer; AID 1794742; 7.3% of 79,000 active
# NCI-H23: NCI-H23 lung cancer | 4% of 80,000 active
# HCT-116: HCT-116 colon cancer; AID 1794798; 7.3% of 82,000 active
# Numbers without * were called inactive; x = not tested or not shown; & = joins results of further samples. How the source made its calls: active means growth percent below 10; inactive means the rest. Outcome played no part in choosing rows. About 12% of those tested had a hit in this group.
SMILES,NCI-H460,NCI-H322M,HCT-15,NCI-H226,NCI/ADR-RES,NCI-H522,COLO 205,NCI-H23,HCT-116
CCCc1c(NCCO[C@H]2Cc3cc4ccc(=O)oc4cc3OC2(C)C)c(C(N)=O)nn1C,108.2,103.9,105.1,101.5,112.1,x,113.6,105.4,111.3
O=C(O)CSC(SCC(=O)O)c1ccccc1,105.2,97.5,101.5,103.6,109.1,92.8,128.2,110.9,99.9
COc1ccc(CCNc2nc3sc4c(c3c(=O)[nH]2)CCCC4)cc1OC,102.5,102.2,84.2,101.1,113.8,90.9,118.9,x,103.1
CC(=O)Oc1cc(C(C)C)c(OCCN(C)C)cc1C,102.5&114.6,104.8&101.9,104.0&104.7,103.2&120.0,111.4&99.5,114.8&112.0,107.9&114.1,104.7&99.8,101.7&107.1
CCCCCc1nc(N)nc(-c2nc(N)nc(CCCCC)c2C)c1C,114.7,102.0,104.0,101.9,107.6,97.8,118.8,103.8,105.6
CSC(=NC(=O)c1c(Cl)cccc1Cl)SC,x,102.7,99.8,109.1,101.8,81.8,103.7,94.8,94.1
CCCCCCCCCCCCCCCCCCOc1ccccc1CC(=O)OCC[N+]1(C)CCCCC1,62.2,84.6,86.3,28.1,92.3,33.3,55.6,29.8,30.2
O=C(Nc1nccs1)c1ccc(N=Cc2c(O)[nH]c3ccccc23)cc1,107.5,111.8,105.0,97.0,114.2,93.8,124.9,121.3,97.4
CC(C(=O)O)N1C(=O)CSC1=S (stereo unspecified),103.6,102.6,104.2,97.7,102.1,89.9,112.7,98.8,98.7
C[N+](C)(C)c1ccc(CC2c3ccccc3-c3ccccc32)cc1,87.3,87.8,98.1,82.2,106.6,59.9,59.8,78.5,73.3
Cc1nc([P+](c2ccccc2)(c2ccccc2)c2ccccc2)c(N2CCOCC2)o1,99.9,99.4,105.8,102.5,114.3,97.2,76.2,100.8,98.3
COc1cc(C(=O)/C=C/c2c(-c3ccc(F)cc3)nc3ncccn23)cc(OC)c1OC,21.6,69.9,43.5,63.4,x,-0.9*,x,39.3,17.7
Cc1cnc(NS(=O)(=O)c2ccc(N)cc2)nc1-c1ccccc1O,103.3,108.2,95.3,x,100.1,114.2,112.1,98.1,102.6
CNCCC(Oc1ccc(C(F)(F)F)cc1)c1ccccc1 (stereo unspecified),103.7,96.7,91.0,97.0,87.4,94.9,28.3,94.9,82.9
Cc1nn(-c2ccccc2)c(Cl)c1/C=N\N=c1/sc2ccccc2n1C,106.9,97.5,103.3,104.8,103.6,97.7,108.9,100.5,84.5
O=C(N/N=C/c1ccc(O)c(S(=O)(=O)O)c1)C(=O)N/N=C/c1ccc(O)c(S(=O)(=O)O)c1,124.2,113.7,96.8,91.5,114.7,104.1,102.5,104.5,111.1
COc1ccc(-c2cc(NC(=O)Nc3ccc(Cl)cc3)no2)cc1,101.3,99.1,103.9,101.1,106.7,84.0,115.9,103.7,107.0
CCCCCC(=O)N(CCCC)CCCC,109.6,89.4,96.8,99.7,111.2,97.6,124.9,106.9,107.8
Cn1c(=O)c2c(nc(CCC3CCCC3)n2C)n(C)c1=O,109.2,132.2,109.0,121.7,102.5,117.9,105.6,99.4,110.2
COc1cc(-c2nc(SCCC(C)C)nc(Nc3ccc(C)cc3)c2C#N)cc(OC)c1OC,104.5,112.4,102.3,x,102.3,90.6,113.0,103.4,107.5
O=C1Nc2c(Br)cc(Br)cc2C12NCCc1cc(O)ccc12 (stereo unspecified),90.9,91.4,100.7,78.1,100.5,87.6,103.2,87.1,90.3
CCCC(C)C(=NC)Nc1ccc(Cl)c(Cl)c1 (stereo unspecified),95.7,106.0,104.9,98.5,103.0,107.4,113.2,98.7,96.7
C#C[C@]1(O)CC[C@H]2[C@@H]3CC=C4c5sc(Nc6cc(Cl)ccc6OC)nc5CC[C@]4(C)[C@H]3CC[C@@]21C,17.0,53.2,16.3,52.4,56.4,52.8,21.8,33.4,7.6*
Cc1ccccc1C1OC2=C(Nc3ccc(Cl)cc3N2)C1=O (stereo unspecified),102.0,91.3,102.3,84.8,81.9,76.9,108.6,81.6,85.2
Cc1c(OCC(F)(F)F)ccnc1CNc1ccc(C2=CC(c3ccc(O)cc3)N=C(N)N2)cc1 (stereo unspecified),94.7,107.6,106.8,85.1,90.2,55.0,109.9,86.0,79.3
O=C(/C=C1\C=CN(CCCCCCF)c2ccccc21)n1ccc2ccccc21,109.8,96.6,100.6,48.4,105.1,86.4,103.3,89.5,84.8
Oc1ccc(-c2nnc(SCc3ccc(O)c4ncccc34)o2)cc1,2.2*,19.8,7.4*,8.8*,7.2*,11.4,46.2,13.4,7.6*
Nc1ccc2cc(S(=O)(=O)O)cc(O)c2c1N=Nc1ccc([N+](=O)[O-])cc1S(=O)(=O)O,110.0,98.2,106.2,107.8,110.2,79.5,116.4,99.9,103.9
CC1Oc2ccc(C(=O)O)cc2NC1=O (stereo unspecified),104.7,104.1,105.3,104.4,104.1,102.4,105.8,100.4,114.7
COc1ccc(Cn2cc(COc3ccc4c5ccnc(C)c5n(CCCc5ccccc5)c4c3)nn2)cc1,62.6,79.5,68.4,99.4,67.0,64.4,69.2,85.6,51.5
COc1ccc(-c2cn(-c3ccc(-n4cc(-c5ccc(OC)cc5)[nH]c4=O)cc3)c(=O)[nH]2)cc1,101.1,99.6,89.7,91.1,106.2,103.0,115.8,89.7,101.3
CCOC(=O)c1cc(-c2ccc(OC)cc2)[nH]c1NNC(C)=O,135.1,136.7,117.4,105.7,108.5,104.4,88.4,101.2,118.7
Cc1ccc(S(=O)(=O)C(C)(C)C)cc1,107.7,106.8,105.2,99.6,110.7,107.3,117.1,106.3,106.4
Cc1ccc(-c2nc3ccccc3o2)cc1NCc1cc(Cc2ccccc2)ccc1O,99.5,71.1,91.5,x,82.0,96.5,91.9,97.9,87.6
C/C(=N\NC(=O)Cn1c(-c2ccc(S(C)(=O)=O)cc2)nc2ccccc21)c1ccc(Cl)cc1,97.3,94.8,87.8,83.4,103.3,75.5,93.4,86.9,83.1
Cc1ccc(C2=C/C(=C\c3ccc(F)cc3)C(=O)N2CCc2ccc(S(N)(=O)=O)cc2)cc1,94.3,104.4,92.3,94.0,99.4,76.5,107.8,101.5,84.8
COc1ccc2c(c1)c(=O)c(C(=O)O)cn2CCCOc1ccc([N+](=O)[O-])cc1,96.7,80.3,81.2,99.2,63.0,70.1,94.3,95.8,100.2
CC(=O)NC1C(Nc2ccc(S(=O)(=O)Nc3nc(C)cc(C)n3)cc2)OC(CO)C(O)C1O (stereo unspecified),111.0,100.5,97.0,100.0,106.1,85.7,120.7,101.1,100.7
N#CCCn1ccc2ccccc21,99.5,113.7,97.0,97.2,102.0,108.2,109.9,100.5,101.7
CSc1nc2[nH]c(=O)[nH]c(=S)c2[nH]1,110.0,103.3,98.2,94.4,100.6,90.9,107.3,100.6,89.3
Cc1cc(C)c(-c2cc(O)c(-c3c(C)cc(O)c(C)c3C)cc2O)c(C)c1C,65.2,75.1,47.5,92.4,69.0,59.8,48.7,67.9,48.5
Cc1c(CC(=O)Nc2ccccc2)nnn1-c1ccccc1,105.6,104.6,101.0,108.9,99.5,93.4,111.8,100.4,106.5
COc1cccc(/C=C2\Oc3cc(OCCN4CCOCC4)ccc3C2=O)c1,95.4,93.7,93.6,84.4,89.3,88.6,111.0,89.4,87.8
CC1CN=C2C=CC=CN2C1=O (stereo unspecified),101.6,109.2,102.5,85.5,101.6,86.4,104.1,95.3,99.5
O=C(/C=C/Nc1ccc(F)cc1)c1ccc2c(c1)Nc1ccccc1S2,88.1,89.8,72.9,75.4,84.7,83.1,106.1,76.8,84.2
O=c1cc(-c2nccc3c2[nH]c2ccccc23)c2cc(Cl)ccc2o1,21.5,81.6,24.3,49.5,33.4,14.4,68.7,60.7,8.7*
O=C(Nc1cccnc1)c1cccc([N+](=O)[O-])c1,105.9,91.3,103.0,93.7,105.7,107.3,139.3,103.8,105.2
Cc1nc2ccccc2c(Cl)c1C,103.3,102.2,105.5,98.1,104.5,98.5,116.1,101.5,105.0
CCOC(=O)c1[nH]c(C)c(C(=O)OCC)c1C,105.6&106.9,101.0&90.4,96.1&99.0,110.3&98.7,99.4&105.7,95.9&111.3,118.5&122.3,107.7&92.3,84.7&96.5
C#CCNCCN1C(=O)c2ccc3c4c(ccc(c24)C1=O)C(=O)N(CCNCC#C)C3=O,12.8,28.7,19.5,20.9,45.1,26.3,-77.3*,23.8,-10.7*

# 12 neighbouring records out of the list so far:
SMILES,NCI-H460,NCI-H322M,HCT-15,NCI-H226,NCI/ADR-RES,NCI-H522,COLO 205,NCI-H23,HCT-116
N#CCCn1ccc2ccccc21,99.5,113.7,97.0,97.2,102.0,108.2,109.9,100.5,101.7
CSc1nc2[nH]c(=O)[nH]c(=S)c2[nH]1,110.0,103.3,98.2,94.4,100.6,90.9,107.3,100.6,89.3
Cc1cc(C)c(-c2cc(O)c(-c3c(C)cc(O)c(C)c3C)cc2O)c(C)c1C,65.2,75.1,47.5,92.4,69.0,59.8,48.7,67.9,48.5
Cc1c(CC(=O)Nc2ccccc2)nnn1-c1ccccc1,105.6,104.6,101.0,108.9,99.5,93.4,111.8,100.4,106.5
COc1cccc(/C=C2\Oc3cc(OCCN4CCOCC4)ccc3C2=O)c1,95.4,93.7,93.6,84.4,89.3,88.6,111.0,89.4,87.8
CC1CN=C2C=CC=CN2C1=O (stereo unspecified),101.6,109.2,102.5,85.5,101.6,86.4,104.1,95.3,99.5
O=C(/C=C/Nc1ccc(F)cc1)c1ccc2c(c1)Nc1ccccc1S2,88.1,89.8,72.9,75.4,84.7,83.1,106.1,76.8,84.2
O=c1cc(-c2nccc3c2[nH]c2ccccc23)c2cc(Cl)ccc2o1,21.5,81.6,24.3,49.5,33.4,14.4,68.7,60.7,8.7*
O=C(Nc1cccnc1)c1cccc([N+](=O)[O-])c1,105.9,91.3,103.0,93.7,105.7,107.3,139.3,103.8,105.2
Cc1nc2ccccc2c(Cl)c1C,103.3,102.2,105.5,98.1,104.5,98.5,116.1,101.5,105.0
CCOC(=O)c1[nH]c(C)c(C(=O)OCC)c1C,105.6&106.9,101.0&90.4,96.1&99.0,110.3&98.7,99.4&105.7,95.9&111.3,118.5&122.3,107.7&92.3,84.7&96.5
C#CCNCCN1C(=O)c2ccc3c4c(ccc(c24)C1=O)C(=O)N(CCNCC#C)C3=O,12.8,28.7,19.5,20.9,45.1,26.3,-77.3*,23.8,-10.7*

# Additional records
SMILES,NCI-H460,NCI-H322M,HCT-15,NCI-H226,NCI/ADR-RES,NCI-H522,COLO 205,NCI-H23,HCT-116
CSc1nc(Cl)cc(=O)[nH]1,114.8,104.2,107.7,100.8,109.4,106.7,116.0,104.1,116.3
Cc1ccc(S(=O)(=O)CC#N)cc1,105.5,107.5,98.2,103.8,113.1,x,111.9,114.3,103.2
Cc1ccc(C(=O)N/N=C/c2ccc(N(C)C)cc2)cn1,98.0,102.2,100.9,92.9,99.0,93.1,112.8,97.2,99.1
CC1=C(C)C(=O)C(Nc2ccc(C)cc2)=C(Br)C1=O,101.6,103.9,95.9,86.5,95.7,96.1,124.4,87.7,35.4
O=C(CCNc1ccc2c(c1)C(=O)c1ccccc1C2=O)Nc1ccc2c(c1)C(=O)c1ccccc1C2=O,88.9,88.0,86.4,95.6,96.7,85.3,124.4,90.7,80.9
Nc1nc2c(C(=O)Nc3ccc(Br)cc3)c(Nc3ccc(Cl)cc3)nn2cc1-c1nc2ccccc2s1,112.7,100.1,102.6,93.2,116.1,109.1,116.3,112.7,101.7
CCCSc1nc(N)nc2c1ncn2CC(C)C,107.8,101.0,103.6,98.5,101.5,84.0,126.5,103.9,94.9
C=C(C)[C@@H]1CC[C@]2(C(=O)O)CC[C@]3(C)[C@H](CC[C@@H]4[C@@]5(C)C/C(=C/c6ccccn6)C(=O)C(C)(C)[C@@H]5CC[C@]43C)[C@@H]12,16.1,44.3,18.9,39.9,37.4,24.1,54.7,38.6,13.5
C/C=C/C=C/C(=O)Oc1ccc2c(c1)C(CCNC(=O)CCCCCCCCCCCCCCCCCCC)=CC2,119.3,109.9,102.2,114.3,102.1,96.0,128.2,104.6,95.8
COc1ccc(-n2ncn(Cn3cnn(-c4ccc(OC)cc4)c3=O)c2=O)cc1,92.0,82.7,99.9,93.2,94.0,90.9,x,91.5,88.1
CCN(CC)CCCNc1cc(OC)cc2nc3cc(Cl)ccc3nc12,-16.2*,-0.8*,-11.9*,-20.8*,-50.2*,-63.2*,-99.3*,-46.7*,-91.8*
CCn1c2ccc(Br)cc2c2c3c(c4c5ccccc5ccc4c21)C(=O)N(O)C3=O,97.1,89.7,99.5,90.1,103.5,87.0,113.4,102.4,99.6
CCn1c(SC/C(=N/O)c2ccccc2)nnc1-c1ccccc1,101.9,x,101.1,107.7,103.2,112.4,115.0,102.7,100.8
Oc1ccc(N=Cc2ccc(OCc3ccccc3)cc2)cc1,104.2,93.8,96.6,101.8,95.6,90.8,103.3,95.5,105.6
Nc1ccc(C(=O)Nc2ccc(Nc3ccccc3)c(S(=O)(=O)O)c2)cc1,108.9,x,101.0,95.8,104.7,88.1,118.6,98.6,95.5
O=C1C(c2ccc3ccccc3n2)=C(O)c2ccccc21,28.8,71.6,70.5,58.4,68.0,59.3,70.4,59.3,31.7
COc1cc(CNC(=O)/C=C/c2ccccc2)ccc1OCc1cn(-c2cccc(Cl)c2)nn1,97.5,95.8,91.8,88.8,82.9,78.5,107.0,94.1,91.3
C=C1CC[C@@H]2[C@]3(C)COC(c4ccccc4)O[C@@H]3CC[C@@]2(C)[C@@H]1C/C=C1/C(=O)OC[C@H]1O (stereo partly specified),99.8,97.1,65.5,96.1,57.0,63.5,107.7,96.8,38.4
